# Compound activity from PubChem BioAssay.
# PME-1 primary: PME-1 (human) inhibition; Q9Y570; recombinant PME-1, FP-Rh probe fluorescence polarization; inhibition, % at 5.9 µM; actives 0.53% (n = 320,000);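 active means inhibition above the campaign mean of all compounds plus 3 SD, cut at about 26% in these data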;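 further: competitive labeling of PME-1 active site by serine hydrolase directed probe; 0% = PME-1 with DMSO and 100% = wells lacking PME-1 enzyme; inhibitors block probe labeling so polarization falls and inhibition rises; many of its hits are not listed in these tables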
# MCL1-BIM inh: disrupts human MCL1 binding to BIM-BH3 peptide; Q07820; GST-MCL1 / FITC-Bim-BH3 fluorescence polarization; inhibition, % at 10.9 µM; actives 0.68% (n = 320,000);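 active means inhibition above the mean inhibition of all tested compounds plus 3 SD, set per campaign, cut at about 40% in these data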;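 further: 0% = DMSO wells and 100% = unlabeled Bim-BH3 peptide control; higher means more loss of mP so more displacement of Bim peptide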
# MEX-5 binding: C. elegans MEX-5 TCR-2 RNA binding activity | Q9XUB2 | MEX-5/FITC-TCR2 RNA binding, fluorescence polarization; stronger effect = lower value | activity score (negative = inhibition of binding), % at 10 µM | actives 0.38% (n = 300,000);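 active means inhibition past about -25% in most replicates, and total fluorescence under double the plate's negative control median, limit read from the data; inconclusive means replicates evenly split on the limit, or fluorescence at least double controls; inactive means too little inhibition in most replicates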;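 further: 0% = DMSO and -100% = 5 µM competing unlabeled TCR2 RNA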
# Bcl-xL primary: Bcl-xL (human) inhibition; Q07817; GST-Bcl-xL / FITC-Bim BH3 peptide fluorescence polarization; inhibition, % at 10.9 µM; actives 0.7% (n = 320,000);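 active means inhibition above the mean of all tested compounds plus 3 SD, cutoff set per campaign, cut at about 30% in these data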;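 further: 0% = DMSO wells and 100% = unlabeled Bim-BH3 peptide competitor; inhibitors lower millipolarization by displacing the labeled peptide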
# pPAFAH inh: inhibitors of human plasma PAF acetylhydrolase (pPAFAH). Q13093. recombinant pPAFAH, FP-rhodamine probe fluorescence polarization. inhibition, % at 3.39 µM. actives 1.5% (n = 330,000). AID 463082;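 active means inhibition above the mean inhibition across the screen plus 3 SD, cut at about 25% in these data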;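 further: inhibitors block binding of the rhodamine activity-based probe so polarization drops; 0% = enzyme with DMSO and 100% = wells lacking pPAFAH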
# Target sequence (Q13093 whole entry, looked up): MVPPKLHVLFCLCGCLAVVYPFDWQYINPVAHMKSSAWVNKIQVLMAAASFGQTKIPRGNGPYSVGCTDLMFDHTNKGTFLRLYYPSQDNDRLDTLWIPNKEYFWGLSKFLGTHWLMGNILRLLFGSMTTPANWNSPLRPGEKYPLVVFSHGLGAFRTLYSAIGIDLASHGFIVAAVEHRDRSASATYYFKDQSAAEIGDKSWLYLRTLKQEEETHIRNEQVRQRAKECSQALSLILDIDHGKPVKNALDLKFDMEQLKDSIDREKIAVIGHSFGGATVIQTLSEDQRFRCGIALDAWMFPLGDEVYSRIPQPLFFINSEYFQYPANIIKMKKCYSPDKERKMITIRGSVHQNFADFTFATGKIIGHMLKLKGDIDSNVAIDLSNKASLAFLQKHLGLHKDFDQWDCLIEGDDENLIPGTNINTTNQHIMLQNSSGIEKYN
# Fam108B counter: counter-screen for RBBP9 inhibitors: inhibitors of mouse Fam108B | recombinant Fam108B, FP-Rh probe fluorescence polarization | inhibition, % at 9.51 µM | actives 0.33% (n = 300,000) | AID 1947;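 active means inhibition above the screen mean inhibition plus 3 SD, computed separately per campaign, cut at about 18% in these data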;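 further: inhibitors lower polarization as less probe binds the enzyme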
# PAFAH1B2 FP inh: PAFAH1B2 (human) inhibition; recombinant PAFAH1B2, FP-rhodamine activity probe, fluorescence polarization; inhibition, % at 3.39 µM; actives 1.2% (n = 340,000);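 active means inhibition above the mean of all tested compounds plus 3 SD, cut at about 24% in these data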;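 further: 0% = enzyme with DMSO and 100% = wells lacking PAFAH1B2; many of its hits are not listed in these tables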
# AHR activator: activators of human aryl hydrocarbon receptor | actives 2.5% (n = 320,000) | AID 2796 | P35869 | activation, % at 5 µM | AHR-responsive luciferase reporter cells, luminescence; in the data active means activation above about 47%;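 further: 0% = vehicle wells and 100% = reference agonist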
# GLD-1 TGE inh: GLD-1-TGE RNA interaction inhibition (C. elegans) | Q17339 | purified GLD-1 + fluorescein TGE RNA, fluorescence polarization | inhibition, % at 5.96 µM | actives 0.44% (n = 320,000);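 active means percent inhibition above a per-plate cutoff, the plate mean of test compounds plus 3 SD, cut at about 30% in these data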;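 further: 0% = DMSO wells with GLD-1 and probe and 100% = wells lacking GLD-1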
# Target sequence (Q17339 whole entry, looked up): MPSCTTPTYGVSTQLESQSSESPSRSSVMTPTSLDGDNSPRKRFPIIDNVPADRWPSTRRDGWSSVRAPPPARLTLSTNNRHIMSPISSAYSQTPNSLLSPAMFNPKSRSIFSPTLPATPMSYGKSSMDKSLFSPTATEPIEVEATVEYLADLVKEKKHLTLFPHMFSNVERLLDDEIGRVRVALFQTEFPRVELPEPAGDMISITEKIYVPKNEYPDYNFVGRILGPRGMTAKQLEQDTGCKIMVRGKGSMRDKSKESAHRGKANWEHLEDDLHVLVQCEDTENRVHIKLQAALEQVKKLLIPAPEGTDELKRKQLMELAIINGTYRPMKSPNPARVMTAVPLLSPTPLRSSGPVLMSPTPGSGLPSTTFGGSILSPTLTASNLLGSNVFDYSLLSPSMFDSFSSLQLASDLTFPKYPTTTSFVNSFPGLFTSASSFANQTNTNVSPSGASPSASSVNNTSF
# Numbers without * were called inactive; ? = inconclusive; . = not tested or not shown.
SMILES,PME-1 primary,MCL1-BIM inh,MEX-5 binding,Bcl-xL primary,pPAFAH inh,Fam108B counter,PAFAH1B2 FP inh,AHR activator,GLD-1 TGE inh
CC(C)CC(=O)Nc1ccc(-c2cn3ccsc3n2)cc1,3,7,.,2,-1,5,-1,28,-5
CCCCC(=O)Nc1ccc(C(=O)NNC(=S)NC(=O)c2cccs2)cc1,1,14,-0.6,13,8,-4,7,9,1
CC(CN1CCCC1)OC(=O)COc1ccccc1 (configuration not stated),-1,-1,1.0,3,2,1,-1,0,5
O=Cc1c(Nc2ccccc2Cl)nc2ccccn2c1=O,-2,-3,1.0,4,0,-1,7,22,-1
CCOC(=O)C(NC(=O)NCc1ccc(OC)cc1)(OCC)C(F)(F)F (configuration not stated),-5,-3,0.4,3,2,-2,1,-2,4
Cc1ccc(NC(=O)C[n+]2ccn(C3=C([O-])c4ccccc4C3=O)c2)cc1,3,2,1.1,4,10,2,3,18,6
CC1(N2CCOCC2)C(=O)c2ccccc2C1=O,6,6,0.5,3,-2,6,-7,0,1
O=[N+]([O-])c1cccnc1N1CCN(Cc2ccc3c(c2)OCO3)CC1,4,7,-2.9,7,-4,0,1,0,-2
COCCN(Cc1nnc(-c2cccs2)o1)C(=O)c1cccc(S(=O)(=O)N2CCOCC2)c1,4,3,.,4,2,.,1,1,-4
COc1ccc(N2C(=O)Cc3c2nc(N)c(C#N)c3N)cc1,2,6,-0.7,7,4,-2,-4,-12,-4
O=C(NCC1CCCO1)c1cccc(F)c1 (configuration not stated),-3,-2,-1.2,0,1,3,-2,-1,-1
Cc1ccc(C2CCN(C(=S)NC(C)C)C2)cc1 (configuration not stated),-4,8,-0.5,4,0,6,3,3,5
Brc1cccc(CNCc2ccncc2)c1,0,-4,-1.8,7,3,-3,7,1,-3
[N-]=[N+]=NCCN1CCN(CCc2ccccc2)CCC1=O,-1,7,-1.8,5,7,1,9,14,2
CC(C)CCCN1C(Nc2ccccc2)=NC[C@@H]1C,5,4,1.2,4,0,-1,-4,-1,3
c1ccc(C2=Nn3c(nnc3-c3n[nH]c4c3CCC4)SC2)cc1,2,-6,2.8,-2,-3,5,-1,24,-1
c1ccc2nc(-c3nc4ccccc4[nH]3)ccc2c1,1,8,-1.4,8,6,-2,4,8,4
Cc1ccc(S(=O)(=O)NCc2ccc(/C=C(/C#N)C(=O)NCc3ccccc3)o2)cc1,-1,3,2.4,-1,2,1,3,-1,-5
N#CCOc1coc(CN2CCN(c3cccc(Cl)c3)CC2)cc1=O,9,5,-2.0,0,8,6,10,-1,-2
COc1ccc(-c2cc(C(=O)Nc3cc(OC)cc(C(=O)Nc4cccc(C(F)(F)F)c4)c3)[nH]n2)cc1,-93,1,0.5,-2,-45,-61,-52,16,2
Cc1ccc(NC(=O)C2CCCCC2)cc1C,6,9,.,3,6,6,5,3,-7
CSc1nc2ncc(-c3ccsc3)c(N)n2n1,2,-10,-1.5,1,2,-4,-1,0,-2
CCN(CC)CCCN1CC(=O)N2[C@@H](Cc3c([nH]c4ccccc34)C2(C)C)C1=O,-2,0,0.4,2,-1,-4,8,2,-6
COC(=O)[C@H](C)NC(=O)Nc1ccc(C)c(C)c1,4,6,-1.3,9,3,6,4,2,1
Cc1cccc(N2C(=O)C3C4CC(=O)C(c5ccccc54)C3C2=O)c1C (configuration not stated),-2,-5,-1.4,-18,1,-1,3,2,3
# More structures
SMILES,PME-1 primary,MCL1-BIM inh,MEX-5 binding,Bcl-xL primary,pPAFAH inh,Fam108B counter,PAFAH1B2 FP inh,AHR activator,GLD-1 TGE inh
COCCn1c(SCC(=O)N2CCCCC2)nc2c([nH]c3ccccc32)c1=O,4,-2,2.2,-3,-3,3,0,30,1
COc1ccc(CCN=C(N)NS(=O)(=O)c2cc(F)ccc2OC)cc1,-2,5,-0.3,6,4,3,10,4,5
COc1cc(OC)cc(C(=O)NNC(=O)C2CCCC2)c1,1,0,-1.5,1,-1,2,3,3,-9
Cc1ccccc1Cn1c(=O)n(CCC(=O)NCc2ccc3c(c2)OCO3)c(=O)c2ccccc21,-3,4,-0.2,4,1,-12,2,-3,7
COc1cc(C(=O)N2C[C@@H]3CCC[C@H]2C3)ccc1OC1CCN(C(C)=O)CC1,-4,-2,1.3,-5,2,1,2,2,2
CN(C)CCN(Cc1ccccc1)C(=O)C1CCN(c2ncnc3c2nc2n3CCCCC2)CC1,1,7,-1.5,1,1,2,0,-1,1
O=C(Nc1cccc(Cl)c1)/C(=C\c1cccnc1)NC(=O)c1ccco1,-2,2,1.5,-1,1,0,-6,13,5
N#C/C(=C(\O)CCl)c1nnc2n1CCCCC2,1,-2,2.3,0,1,-3,-3,-2,-10
Cc1ccnc2nc(C(=O)OCC(=O)N(CC(C)C)CC(C)C)nn12,-2,3,0.5,5,0,3,4,2,5
COc1ccc(-c2nc3cnccn3c2Nc2ccc(C)cc2)cc1,1,1,-1.4,3,2,-1,-3,65*,13
CCCN1C(=O)c2cc(C(=O)Nc3cccc(C(C)=O)c3)ccc2C1Nc1cccc(C(C)=O)c1 (configuration not stated),-9,-1,-1.1,0,3,-7,2,4,1
C=C(C)c1cccc(C(C)(C)NC(=O)Nc2ncccn2)c1,-9,3,-5.3,7,-2,5,-3,-1,-2
O=C(N/N=C/c1c(O)n(-c2ccc(Cl)cn2)c(=O)c2ccccc12)c1ccncc1,4,-74,0.3,-47,11,1,-1,24,-44
CCCn1c(SCC(=O)NNC(=O)c2ccccc2)nnc1-c1cccnc1,-7,1,-1.9,-7,7,0,2,0,-1
Cc1cc(C)c(OCCCON2C(=O)CCC2=O)c(Br)c1,2,0,-0.9,0,-1,-2,4,11,0
O=C(Cc1ccc(Cl)cc1)Nc1ccc(Br)cn1,-1,0,2.5,0,2,0,9,0,-5
CC(C)Nc1nc(NC(N)=S)nc(NC(C)C)n1,-5,10,1.8,-1,7,-4,-1,-2,3
Cc1c(C(=O)N(C)C2CC(C)(C)NC(C)(C)C2)oc2c(F)cccc12,2,7,2.5,4,1,2,0,2,-3
CCOC(=O)NC(=O)CSc1nnnn1-c1ccc(Cl)cc1,3,2,-0.9,1,-2,-1,3,-1,7
COc1cc(CC(=O)OCC(=O)NC(C)c2ccccc2)cc(OC)c1OC (configuration not stated),.,.,.,.,-1,.,4,0,-7
COc1ccc(OC)c(C2C(C(C)=O)=C(O)C(=O)N2c2ccc(O)cc2)c1 (configuration not stated),2,1,-0.3,0,-2,-4,0,0,-1
Clc1ccc(Cn2ncc3c(N4CCCCC4)ncnc32)cc1,3,7,2.0,5,6,2,-1,2,-1
COc1ccc(/C=C/C(=O)NCC(=O)N/N=C/c2ccc(OC)cc2)cc1,-6,11,-1.1,2,1,0,3,0,-9
COc1ccc(C2OC3=C(Nc4cc(C)c(C)cc4N3)C2=O)cc1 (configuration not stated),3,-2,0.3,-4,0,0,0,9,4
O=C(Nc1ccc(OCc2ccccc2)cc1)c1cccs1,-9,7,0.6,1,1,6,-2,-3,-10
# Carrying on.
SMILES,PME-1 primary,MCL1-BIM inh,MEX-5 binding,Bcl-xL primary,pPAFAH inh,Fam108B counter,PAFAH1B2 FP inh,AHR activator,GLD-1 TGE inh
O=C(NCCc1ccccc1)c1ccc2c(c1)S(=O)(=O)c1ccccc1C2=O,3,-1,-2.1,3,5,0,8,3,3
CC(C)c1ccc(-c2nc(N3CCCCCC3)nc3n[nH]c(N)c23)cc1,-2,3,4.2,0,19,2,-8,5,5
Cc1nnc(SCC(=O)NCc2ccco2)n1-c1ccccc1,-7,-4,2.0,1,4,5,7,4,8
CCc1oc(C(=O)O)cc1CN(CC)CC,-6,9,-1.2,9,-4,-2,5,0,2
CC(C)N(C(=O)CN(C#N)c1nc(N(C)C)nc(N(C)C)n1)c1ccccc1,-6,-6,-0.7,-3,-1,3,0,1,-2
COc1ccccc1CNC(=O)C1CCN(S(=O)(=O)c2ccc3c(c2)CC(C)N3C(C)=O)CC1 (configuration not stated),8,-3,-0.3,-1,2,-1,0,-1,-2
CN(C)c1ccc(/C=C(\C#N)C(=O)c2ccccc2)cc1,-2,-149,?,-69,2,-3,5,5,-161
Cc1nn(CC(=O)NCCCN2CCCCC2)c(=O)c2cc(-c3ccccc3)nn12,-1,3,3.1,2,0,1,0,-1,-1
O=C(CNC1CCCCCC1)Nc1ccccc1N1CCOCC1,-3,-2,2.1,5,3,2,2,0,6
O=C(O)c1cc(/C=N\O)ccc1OCc1ccccc1,0,5,1.7,2,1,1,5,-7,2
COc1ccc2cc(C(=O)C3CCCN(C(=O)CCc4cnn(C)c4)C3)ccc2c1 (configuration not stated),2,3,0.8,6,2,0,-4,21,3
CN(C)C1=NCCN1CCCC1CCCC1,7,0,.,5,5,-3,0,10,-8
CCOc1cccc(NC(=O)c2ccc(S(=O)(=O)N(C)C)cc2)c1,-14,8,.,4,3,-4,7,7,11
COCCCNC(=O)Cn1c(=O)oc2cc(S(=O)(=O)N3CC(C)CC(C)C3)ccc21 (configuration not stated),5,5,-0.4,4,2,5,3,-1,0
O=S1(=O)N=C(Nc2ccc(N3CCOCC3)cc2)c2ccccc21,6,0,.,2,7,1,2,11,5
O=C(COc1ccc(F)cc1)Nc1ccccc1N1CCOCC1,1,-3,5.2,1,4,-1,11,0,8
COc1ccc(C(=O)C/C(=C\C(=O)c2ccc(C)cc2)c2ccccc2)cc1,-6,17,?,19,1,-6,-2,1,7
CCN(CC)S(=O)(=O)c1ccc(NS(=O)(=O)c2ccc(OC)c([N+](=O)[O-])c2)cc1,-2,-1,-3.1,0,0,-1,4,4,0
NNC(=S)NC1CC2CC1C1C=CCC21 (configuration not stated),-7,6,2.5,2,6,-5,20,6,3
COc1ccc(OCCC(=O)OCC(=O)NCc2ccco2)cc1,-1,17,-1.1,9,18,3,-1,4,8
Cc1ccc(-c2noc(-c3ccccc3C(=O)N3CCOCC3)n2)cc1,1,7,0.8,3,3,-4,-1,7,-2
OCCC1CN(Cc2cccn2-c2ncccn2)CCN1C1CCCC1 (configuration not stated),0,4,-2.1,8,3,0,2,-1,0
COCCNc1nnc(SCC(=O)N(C)c2c(N)n(Cc3ccccc3)c(=O)[nH]c2=O)s1,4,1,-1.6,0,-2,-1,-1,4,4
COc1ccc(C2C(C(=O)Nc3ccccc3OC)=C(C)Nc3nnnn32)c(OC)c1 (configuration not stated),-5,-1,-0.3,2,1,-1,2,1,3
Cc1cccc(NC(=O)c2cccc(S(=O)(=O)NCc3ccccc3)c2)n1,1,5,-0.6,1,-1,8,10,5,-9
O=C1CC(c2ccccc2)Sc2ccccc2N1 (configuration not stated),4,-7,-0.3,-4,-1,-8,4,18,2
CCS(=O)(=O)c1ccc(C(=O)Nc2ccccc2)c(Cl)c1Cl,3,5,2.0,6,7,-1,1,-6,-2
Cc1ccc(-c2nnc(SCCC(=O)N3CCOCC3)o2)cc1,4,-12,0.2,-9,-5,-1,0,-10,0

# Complete entries from above. Values in the order: PME-1 primary, MCL1-BIM inh, MEX-5 binding, Bcl-xL primary, pPAFAH inh, Fam108B counter, PAFAH1B2 FP inh, AHR activator, GLD-1 TGE inh
# Record of CCc1oc(C(=O)O)cc1CN(CC)CC = -6, 9, -1.2, 9, -4, -2, 5, 0, 2
# Record of N#C/C(=C(\O)CCl)c1nnc2n1CCCCC2 = 1, -2, 2.3, 0, 1, -3, -3, -2, -10

# This is a subset; rates above refer to the full screens.
